NCI-60 one-dose screen, 48 h, at 10 µM unless noted. Numbers give growth in % (100 = growth as untreated, 0 = no growth, -100 = all killed).
HL-60(TB): HL-60(TB) leukemia cells | actives 9% (n = 78,000); active means growth percent below 10
An asterisk follows results filed as active; & = joins results of further samples.

Sample of the layout, 2 compounds:
SMILES	HL-60(TB)
CC(=O)OCC1OC(OC(C)=O)C(NC(=O)OCc2ccccc2)C(OC(C)=O)C1OC(C)=O (stereo not drawn)	116.9
CCC(=O)OC1=CN2C(=NC(c3ccc(Cl)cc3)=CC2c2cc(OC)c(OC)c(OC)c2)S1 (stereo not drawn)	103.8

Main list, from the start:
SMILES	HL-60(TB)
CC(=O)OCC1OC(OC(C)=O)C(NC(=O)OCc2ccccc2)C(OC(C)=O)C1OC(C)=O (stereo not drawn)	116.9
CCC(=O)OC1=CN2C(=NC(c3ccc(Cl)cc3)=CC2c2cc(OC)c(OC)c(OC)c2)S1 (stereo not drawn)	103.8
C=C(C)[C@@H]1CC=C2c3sc(Cc4ccccc4C)nc3C[C@@H](C)[C@]2(C)C1	71.1
O=C1NC(c2ccccc2)Cc2ccncc21 (stereo not drawn)	90.6
O=C1Nc2cc(Cl)c(CCCl)cc2/C1=C/c1ccc(F)cc1	93.9
CCOP(=O)(OCC)Oc1ccc(Sc2ccc(OP(=O)(OCC)OCC)cc2)cc1	96.0
OCC[S+](CCO)CCO	99.3
O=C(O)CN1C(=O)c2ccccc2C1=O	105.3&113.7
Cc1c(/C=C(\C#N)C(=O)Nc2c(C)n(C)n(-c3ccccc3)c2=O)c(=O)n2c([nH]c3ccccc32)c1C#N	100.8
COc1ccc(C2=NN3C(C2)c2cc(Cl)ccc2OC3c2ccncc2)cc1 (stereo not drawn)	90.1
COc1cc2c(cc1[N+](=O)[O-])-c1ccc([N+](=O)[O-])cc1C2	105.3
C=C(C)[C@@H]1CC[C@]2(C(=O)OC)CC[C@]3(C)[C@H](CC[C@@H]4[C@@]5(C)C/C(=C/c6cccc(I)c6)C(=O)C(C)(C)[C@@H]5CC[C@]43C)[C@@H]12	97.6
O=NN(CCCl)C(=O)NCCCl	96.2&85.8&127.6
CC(C)CSc1ncnc2nc[nH]c12	133.4
OC(c1cccc(-n2ccc(C(F)(F)F)n2)c1)c1cnccc1NC1CCCCCC1 (stereo not drawn)	-35.7*
COc1ccc(/C=N/N=C(\C)c2nnn(-c3ccc([N+](=O)[O-])cc3)c2C)cc1	85.6
O=C1/C(=C/c2ncc(CO)s2)SC(=S)N1Cc1ccccc1	89.8
O=C(O)c1ccccc1C(=O)Nc1ccc(S(=O)(=O)Nc2nccs2)cc1	111.7&106.7
COc1cccc(COc2ccc(/C=C3/C(=O)Nc4cc(Cl)ccc43)cc2)c1	104.9
CC(=O)c1ccc(Oc2nccc(-c3ccc(Cl)cc3)n2)cc1	74.0
COc1ccc(-c2[nH][nH]c(=O)c2-c2nc3ccccc3s2)cc1	99.5
Nc1c(C(=O)c2ccc3c(c2)OCO3)sc2nc3c(cc12)CN(Cc1ccccc1)CC3	49.7
COc1cc(-c2nc3c(c(C)nc4c3nnn4-c3ccccc3)c(=O)o2)cc(OC)c1OC	104.9
N#Cc1c(-c2cccs2)cc(-c2cnccn2)nc1SCC(=O)c1ccccc1	102.6
CNCc1ccc([N+](=O)[O-])cc1	95.2

Following part:
SMILES	HL-60(TB)
Cc1nnc(C)n1N	103.6&136.6
N#Cc1c(-c2ccco2)nc(SCc2cccc(C(=O)O)c2)[nH]c1=O	92.4
CC(=O)CC(=O)Nc1ccc(NC(=O)CC(C)=O)cc1	88.3
Nc1c2c(nc3ccc(Cl)cc13)CC(c1ccc(O)cc1)CC2=O (stereo not drawn)	18.9
COC(=O)C1CSCC1=O (stereo not drawn)	100.4
NC(=O)c1c(NC(=O)Nc2ccc(F)c(Cl)c2)sc2cc(O)ccc12	80.4
Fc1cccc(CSc2ncnc3c2ncn3C2CCCCO2)c1 (stereo not drawn)	96.9
CCOC(=O)CNC(=O)C1(NC(=O)CNC(=O)OCc2ccccc2)CCCC1	87.5
O=C1/C(=C/c2ccc(OCc3ccccc3)cc2)Oc2cc(OCCN3CCCCC3)ccc21	80.9
Cc1c(C(=O)Nc2cccc(S(=O)(=O)N3CCCC3)c2)nnn1-c1ccccc1	84.8
CCCCOc1ccc(OCCCN2CCOCC2)cc1	96.4
CC[C@@H]1[C@@H](CCCCCC[C@]2(C)C[C@@](C)(CC(=O)OC)OO2)[C@@H]2[C@H]1[C@]1(C)C=C[C@H]2OO1	106.5
COc1ccc(C2=NN(C(C)=O)C(c3sc(N(CCCl)CCCl)nc3Cl)C2)cc1 (stereo not drawn)	83.5
CCOc1ccc(N2C(=O)C(C)CNC2=S)cc1 (stereo not drawn)	93.5
O=C(Nc1ncc(Cc2ccccc2)s1)C1CCCCC1	98.3
O=C(OCc1ccccc1)c1ccccc1C(=O)OCc1ccccc1	66.5
COc1ccc(CN2[C@@H](C(=O)NCc3ccc(C(=O)NO)cc3)Cc3c([nH]c4ccccc34)[C@@H]2C)cc1	-5.5*
Cc1[nH]n(C(N)=S)c(=O)c1N=Nc1ccc(S(=O)(=O)Nc2ccncn2)cc1	102.8
Cc1ccc2[nH]c(=O)c3c(c2c1)Oc1ncn2nc(-c4ccco4)nc2c1C3c1ccc(Cl)cc1 (stereo not drawn)	96.8
CCc1nc2cc(Cl)ccc2c(=O)n1-c1c(CC(=O)O)cnn1C	99.3
O=C(O)CC1(c2ccccc2)OC(=O)c2ccccc21 (stereo not drawn)	86.4
CCc1ccc(-c2ccc(-n3nc(C)c4c(=O)[nH]cnc43)cc2)cc1	54.8
CCOC(=O)C1=C(C)NC(=O)NC1c1ccc(OC)cc1 (stereo not drawn)	101.0
Nc1nnc(CSc2nnc3n(Cc4ccccc4)c(=O)c4c5c(sc4n23)CCCC5)s1	76.9
NC(N)=N/N=C(\C=C\c1ccccc1)C(=O)O	99.3

4 structures already listed, arranged by SMILES length, rising.
SMILES	HL-60(TB)
Cc1nnc(C)n1N	103.6&136.6
CCOc1ccc(N2C(=O)C(C)CNC2=S)cc1 (stereo not drawn)	93.5
Fc1cccc(CSc2ncnc3c2ncn3C2CCCCO2)c1 (stereo not drawn)	96.9
CCc1ccc(-c2ccc(-n3nc(C)c4c(=O)[nH]cnc43)cc2)cc1	54.8

The main list resumes, repeating the 3 entries before the break.
SMILES	HL-60(TB)
CCOC(=O)C1=C(C)NC(=O)NC1c1ccc(OC)cc1 (stereo not drawn)	101.0
Nc1nnc(CSc2nnc3n(Cc4ccccc4)c(=O)c4c5c(sc4n23)CCCC5)s1	76.9
NC(N)=N/N=C(\C=C\c1ccccc1)C(=O)O	99.3
Cc1cc(=O)[nH]c(SCC(=O)N2CCN(c3cc4c(cc3F)c(=O)c(C(=O)O)cn4C3CC3)CC2)n1	104.4
CC(=O)c1nn(-c2ccc(S(N)(=O)=O)cc2)c(-c2ccc(C)cc2)c1S(=O)(=O)c1ccccc1	94.8
O=S(O)c1ccc(Cl)cc1	104.7
COc1ccc(N2CCN(C(=O)CSc3ccc(-c4nc5cc(C)c(C)cc5[nH]4)cn3)CC2)cc1	29.4
Cc1nn(-c2ccccc2)c(N2CCCC2)c1-c1nc2ccc(C(=O)NN=Cc3ccc(Cl)cc3)cc2[nH]1	71.0
CC(=O)CN1C(=O)c2ccccc2C1=O	99.3
O=c1c2cc(Nc3nc(-c4ccc(F)cc4)cs3)ccc2nc2n1CCC2	100.1
N#C[Se]Cc1cc(-c2ccccc2)n(-c2ccc(S(N)(=O)=O)cc2)n1	-44.5*
CCc1ccccc1-n1c(-c2ccc(Cl)cc2)cc(-c2ccc(OC)cc2)c(C#N)c1=O	68.8
O=C(O)c1cc(Br)cc(Br)c1NS(=O)(=O)c1ccccc1	111.5
Cc1cc2n(n1)C(C(C)C)C(C(=O)c1cc(Cl)c(C)cc1O)=CN2 (stereo not drawn)	65.0
COc1ccc(C(=O)N/N=C/c2ccc(OC)c([N+](=O)[O-])c2)cc1	99.4
COc1ccc(-c2nn(-c3ccccc3)cc2C2SCC(=O)N2c2ccccc2)cc1OC (stereo not drawn)	106.8
COc1ccc(-c2nc(C(Cl)Cl)nc3cc(-c4ccccc4)nn23)cc1	-7.8*
S=P(NC1CCCCC1)(NC1CCCCC1)NC1CCCCC1	120.2
COc1ccc(OC)c(-c2cnc3nonc3n2)c1	45.8
Nc1n[nH]c(-c2ccccc2CO)c1-c1nc2ccccc2s1	97.9
O=S(=O)(NCCCNc1cc(-c2c(-c3cccc(O)c3)nc3sccn23)ccn1)c1ccc(Br)cc1	50.4
O=C1Nc2ccccc2/C1=C/c1cn(C(=O)c2c(Cl)cccc2Cl)c2ccccc12	72.1
CC[C@]12C=CCN3CC[C@@]4(c5ccc(OC)cc5N(C)[C@H]4[C@@](O)(C(=O)OC)[C@@H]1OC(=O)CCC[P+](C1CCCCC1)(C1CCCCC1)C1CCCCC1)[C@@H]32	-37.1*
Cc1nn(CCO)c(C)c1N=[N+]([O-])c1c(C)nn(CCO)c1C	-45.8*
Cc1c(C(=O)CN2C3CCC2CC3)c2ccc(CCS(C)(=O)=O)cc2n1-c1ccc(Cl)cc1	79.2
CC(C)[C@H](C(=O)O)N1C(=O)c2ccccc2C1=O	85.5
O=C1/C(=C/C2=Cc3ccccc3OC2)SC(=S)N1c1cccc(O)c1	73.0
COCCNC(=O)c1ccc(-c2nc3ccc4[nH]ncc4c3c3c2CCCC3)cc1	11.4

(list continues)
SMILES	HL-60(TB)
C=C(c1ccc(C(=O)O)cc1)c1cc2c(cc1C)C(C)(C)CCC2(C)C	74.6&59.3
O=C(O)C(c1ccccc1)N1C(=O)/C(=C/c2ccc(O)c(O)c2)SC1=S (stereo not drawn)	105.2
CN1C(=O)C2=C(NCCN(C(=O)Cc3ccc(C(F)(F)F)cc3)C2c2ccc(Cl)c(Cl)c2)C1(C)C (stereo not drawn)	94.7
CCOP(=O)(OCC)C(C)OC (stereo not drawn)	116.2
N#C/C(=C\c1ccc(-c2cc(Cl)ccc2Cl)o1)c1nc(-c2ccccc2)cs1	100.6
CCOC(=O)c1c(CN2CCN(C)CC2)nc2ccc(Cl)cc2c1-c1ccccc1	26.5
COC(=O)c1cc(CN(C)C)c(O)c(CN(C)C)c1	95.8
CC1(C)N=C(N)N=C(N)N1c1ccc(CCCCc2ccc(S(=O)(=O)F)cc2)cc1	21.2
COc1cc2c(cc1OC)C1=NN(C(=O)Nc3ccc(F)cc3)C(c3ccccc3Cl)C1C2 (stereo not drawn)	99.2
COC(=O)[C@]12CC[C@@H](C)[C@H](C)[C@@H]1C1=CC[C@@H]3[C@@]4(C)C/C(=N\O)[C@H](O)[C@@]5(C)COC(=C45)C[C@@]3(C)[C@]1(C)CC2	-59.8*
CC(C)(C)n1cc(-c2ccnc(NCCCNS(=O)(=O)c3ccc(C(F)(F)F)cc3)n2)c(-c2ccc(F)c(O)c2)n1	87.3
COc1ccc(-c2nc3ccc(-c4nnc(SCc5ccccc5)o4)cc3[nH]2)cc1	16.3
Nc1ccc2c3c(cccc13)-c1ccccc1-2	4.5*
COc1ccc(CN(CCN(C)C)c2ncccn2)cc1	105.8
O=C(CCCCl)Nc1nc(-c2ccc(Cl)cc2)cs1	99.1
Fc1ccc(-c2nn3c(-c4cc(C(F)(F)F)cc(C(F)(F)F)c4)nnc3s2)cc1	92.2
CCCCc1ccc(-c2nc3c(c(C)nc4c3nnn4-c3ccc(OC)cc3)c(=O)o2)cc1	105.1
Cn1cnc2ccccc2c1=O	111.8
O=C(O)c1cc(O)c(O)c(OC(=O)c2cc(O)c(O)c(O)c2CNc2ccc(S(=O)(=O)O)cc2)c1	122.7
Nc1nc(NC(=O)Nc2ccc(S(N)(=O)=O)cc2)nn1-c1ccc(S(N)(=O)=O)cc1	102.6
CN(C)[C@@H]1C(=O)C(C(N)=O)=C(O)[C@@]2(O)C(=O)C3=C(O)c4c(O)cccc4[C@@](C)(O)[C@H]3C[C@@H]12	101.2
O=C(O)c1cc(O)ccc1O	104.5
C#CCCCN(CCNc1ccnc2cc(Cl)ccc12)C(=O)CCC(=O)O[C@@H]1O[C@@H]2OC3(C)CC[C@H]4[C@H](C)CC[C@@H]([C@H]1C)[C@@]24OO3	-26.3*
O=C1/C(=C/c2ccc(Cl)cc2)COc2ccc(O)cc21	-11.3*
CC1(C)OC2C(CO)OC(n3cnc4c(=S)nc[nH]c43)C2O1 (stereo not drawn)	111.9

New compounds follow
SMILES	HL-60(TB)
COc1cc(-c2nc3sc(C4CC4)nn3c2-c2cccc(F)c2)cc(OC)c1OC	40.4
C[N+](C)(C)c1ccccc1	73.1
COc1cc(-c2nc(SCCC(C)C)nc(Nc3ccc(C(=O)O)cc3)c2C#N)cc(OC)c1OC	78.7
CCN1CCN(C(=O)[C@]23CC[C@@H](C)[C@H](C)[C@H]2C2=CC[C@@H]4[C@@]5(C)C/C(=C/c6cc(C(F)(F)F)cc(C(F)(F)F)c6)C(=O)C(C)(C)[C@@H]5CC[C@@]4(C)[C@]2(C)CC3)CC1	96.3
O=C1c2ccccc2-c2c1c1ccncc1c(=O)n2CCCn1ccnc1	35.7
CSc1ccc(N=C=C(c2ccccc2)c2ccccc2)cc1	79.8
COc1cc(/C=C/C(=O)c2c(C)nc3ccccc3c2C)ccc1OCCCCOc1cc2c(cc1OC)C(=O)N1CCC[C@H]1C=N2	-34.1*
O=C1Nc2ccccc2SC1C1SC(=S)N(Cc2ccccc2)C1=O (stereo not drawn)	0.7*
CCOC(=O)C(=O)CC(=O)/C=C/c1ccccc1	90.0
O=C(Cn1[nH]c(=O)c2ccccc2c1=O)OCc1cccc(C(F)(F)F)c1	108.2
COc1ccc(C2C=C(c3ccc(OC)c(OC)c3)N=C3SC=CN32)c(Br)c1 (stereo not drawn)	57.6
CC(C)=CCC/C(C)=C/C1OC23CCCCC2C(C#N)(C(=N)O3)C1(C#N)C#N (stereo not drawn)	93.5
C1=C(c2ccc(-c3ccccc3)cc2)CCCC1	66.5
CN(C(=O)CN1C(=O)/C(=C/c2ccco2)SC1=S)C1CCS(=O)(=O)C1 (stereo not drawn)	81.6
CC(=O)Nc1ccccc1C12NCCN(CCN1)C2=O	116.1
O=C1NCCNC1C1C(=O)Nc2ccccc21 (stereo not drawn)	102.5
COc1cc(/C=C(\C#N)c2ccc(Cl)cc2)ccc1OCc1ccccc1	109.6
CC(N)CC1CCCCC1 (stereo not drawn)	113.4
CCCCCCCCSC(=O)n1cc(F)c(=O)[nH]c1=O	72.2
COc1ccc(C=O)c([N+](=O)[O-])c1O	79.9
Cc1ccc(CC(=O)Nc2cc(C3(C)CC3)nn2C2CCCCC2)cn1	99.9

Screens (PubChem BioAssay)

Some of the compounds tested. The share of hits here may be higher or lower than overall.
